# SMARCA2 act = activators of SMARCA2 function | MG213 cells, MMTV-luciferase reporter, dexamethasone, overnight | activation, % at 9.1 µM | 370,000 compounds, 1% hits | AID 652017; in the data active = activation above about 7.8%;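 also: 0% = vehicle wells and 100% = reference activator wells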
# PLC-gamma1 inh = PLC-gamma1 (human) inhibition, primary screen; P19174; 370,000 compounds, 0.84% hits; inhibition, % at 12.2 µM; purified PLC-gamma1, fluorogenic substrate, fluorescence; in the data active = inhibition above about 9.5%
# PLC-beta3 inh = inhibitors of human phospholipase C beta3 | Q01970 | Purified PLC-beta3, fluorogenic substrate, fluorescence | inhibition, % at 12.2 µM | 370,000 compounds, 0.18% hits | AID 720704; in the data active = inhibition above about 11%;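 also: 0% = median of compound wells on plate and 100% = full blocker control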
# Target sequence (Q01970 whole entry, looked up): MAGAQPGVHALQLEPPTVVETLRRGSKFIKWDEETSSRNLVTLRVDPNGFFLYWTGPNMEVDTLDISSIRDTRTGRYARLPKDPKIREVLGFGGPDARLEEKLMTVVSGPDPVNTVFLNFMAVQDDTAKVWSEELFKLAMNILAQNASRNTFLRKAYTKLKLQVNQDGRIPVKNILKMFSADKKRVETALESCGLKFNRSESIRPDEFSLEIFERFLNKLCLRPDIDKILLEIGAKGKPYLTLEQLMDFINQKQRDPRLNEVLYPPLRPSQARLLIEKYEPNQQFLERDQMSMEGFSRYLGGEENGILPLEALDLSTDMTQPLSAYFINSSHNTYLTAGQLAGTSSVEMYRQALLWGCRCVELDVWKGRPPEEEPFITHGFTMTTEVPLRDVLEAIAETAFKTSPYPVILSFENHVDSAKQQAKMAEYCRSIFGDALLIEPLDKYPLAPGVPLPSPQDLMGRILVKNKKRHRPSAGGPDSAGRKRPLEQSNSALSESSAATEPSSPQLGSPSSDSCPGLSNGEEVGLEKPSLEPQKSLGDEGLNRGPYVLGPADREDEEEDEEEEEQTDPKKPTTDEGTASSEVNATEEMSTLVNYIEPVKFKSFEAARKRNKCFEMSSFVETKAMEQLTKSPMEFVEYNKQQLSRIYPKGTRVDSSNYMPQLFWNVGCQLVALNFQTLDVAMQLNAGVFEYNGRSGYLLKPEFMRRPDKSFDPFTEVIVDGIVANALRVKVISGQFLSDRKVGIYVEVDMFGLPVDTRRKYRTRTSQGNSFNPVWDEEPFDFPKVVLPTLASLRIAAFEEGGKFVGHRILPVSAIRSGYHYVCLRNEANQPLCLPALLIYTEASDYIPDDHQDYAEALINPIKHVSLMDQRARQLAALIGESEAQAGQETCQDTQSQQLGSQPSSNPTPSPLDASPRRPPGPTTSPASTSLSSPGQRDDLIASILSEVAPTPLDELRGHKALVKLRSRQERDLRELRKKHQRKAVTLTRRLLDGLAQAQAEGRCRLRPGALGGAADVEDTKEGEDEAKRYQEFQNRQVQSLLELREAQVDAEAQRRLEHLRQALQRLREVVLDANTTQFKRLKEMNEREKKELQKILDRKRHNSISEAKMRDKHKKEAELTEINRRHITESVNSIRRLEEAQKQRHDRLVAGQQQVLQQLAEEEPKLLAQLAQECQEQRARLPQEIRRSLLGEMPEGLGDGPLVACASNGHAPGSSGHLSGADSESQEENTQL
# hgDAF-12 ag = hgDAF-12 agonism, primary luciferase screen | activation, % at 6.8 µM | 370,000 compounds, 1.8% hits | HEK293 GAL4-hgDAF12 UAS-luciferase reporter, agonist luminescence; normalized to butyrate control;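 active = activation above a cutoff set at the mean of all screened compounds plus 3 SD, cut at about 10% in these data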;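 also: 0% = DMSO wells and 100% = sodium butyrate wells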
# hcDAF12 agonist = activators of H. contortus DAF-12 nuclear receptor. HEK293 hcDAF-12 lit1-tk-luc reporter, luminescence; 0% DMSO, 100% Δ7-dafachronic acid. 370,000 compounds, 1.4% hits. activation, % at 6.8 µM;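 active = activation above the mean of all tested compounds plus 3 SD, cut at about 5.5% in these data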;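 also: 100% = response to 3 µM Δ7-dafachronic acid high control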
# DAX1 inh-1 = DAX1 (NR0B1) inhibition, primary screen. HEK293T StAR-luciferase reporter, SF-1/DAX-1 repression relief. inhibition, % at 6.8 µM. 370,000 compounds, 1.1% hits. AID 652010;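 active = inhibition above the mean over all tested compounds plus 3 SD, cut at about 3.6% in these data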;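 also: 0% = DAX-1 cells with DMSO and 100% = cells lacking DAX-1 with DMSO; higher inhibition means more luminescence from relief of DAX-1 repression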
# ssDAF12 agonist = S. stercoralis DAF-12 activation, primary screen; 370,000 compounds, 1% hits; AID 652126; activation, % at 6.8 µM; HEK293 ssDAF-12/GRIP1 lit1-tk-luc reporter, luminescence; % of 3 µM dafachronic acid response;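 active = activation above the mean over all tested compounds plus 3 SD, cut at about 0.9% in these data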;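 also: 0% = DMSO-only wells and 100% = 3 µM delta7-dafachronic acid wells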
# Rev-erbA mod = modulators of human Rev-erb alpha DNA binding; P20393; Rev-erbα–FITC-DNA binding, fluorescence polarization, 90 min; activity, % at 10 µM; 370,000 compounds, 0.79% hits; AID 1259318;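 active = activity above about 14%, limit read from the data; passing the limit was not always enough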;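 also: 0% = DMSO wells with 35 nM protein and 100% = DMSO wells with 750 nM protein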
# MBD2 inh = MBD2-methylated oligo binding inhibition. TR-FRET, MBD2 binding to methylated oligonucleotide. inhibition, % at 4.4 µM. 370,000 compounds, 0.31% hits; in the data active = inhibition above about 13%
# ADAM17 inh = inhibitors of human ADAM17 | P78536 | recombinant ADAM17, EDANS/DABCYL FRET peptide cleavage | inhibition, % at 6.95 µM | 370,000 compounds, 0.83% hits | AID 720648;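 active = inhibition above the mean of compounds lying between control limits plus 3 SD, set per campaign, cut at about 8.5% in these data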;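 also: 0% = DMSO-only wells as the low control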
# DAX1 inh-2 = NR0B1 (DAX1) inhibition; HEK293 Gal4-DAX1 luciferase reporter, luminescence; inhibition, % at 6.75 µM; 340,000 compounds, 0.99% hits; AID 504766;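 active = inhibition above the mean over all tested compounds plus 3 SD, cut at about 4.2% in these data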;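 also: 0% = DAX1-transfected cells with DMSO and 100% = empty-vector control cells with DMSO; inhibition shows as a rise in luminescence from relieved DAX1 repression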
# Starred values were filed as active, the others as inactive; i = inactive; x = no result given. Hits appear at their usual frequency; 7.4% or so of the library scored in one or more.
SMILES,SMARCA2 act,PLC-gamma1 inh,PLC-beta3 inh,hgDAF-12 ag,hcDAF12 agonist,DAX1 inh-1,ssDAF12 agonist,Rev-erbA mod,MBD2 inh,ADAM17 inh,DAX1 inh-2
NC(=O)COC(=O)[C@H](Cc1c[nH]c2ccccc12)NC(=O)c1ccc(F)cc1,0,-3,-1,-0.2,0.5,-0.2,-0.6,2,-4,-2,2.2
O=C1Nc2cc(C(=O)N3CCN(Cc4ccccc4)CC3)ccc2SC1N1CCOCC1 (stereo not drawn),-4,1,3,-2.2,-1.7,-0.5,-1.3,-1,0,-2,-1.2
CC(C)(C)C(=O)NCc1ccc(C(=O)CN2C(=O)NC3(CCCC3)C2=O)s1,-1,3,-9,-0.2,-1.9,-1.9,-1.1,-3,0,-7,-0.6
CC(c1nc2ccccc2c(=O)[nH]1)N(C)c1ccc2ccccc2c1 (stereo not drawn),5,-41,-48,1.8,3.3,-1.0,0.3,6,-3,-4,-1.2
COc1ccc2oc(=Nc3cccc(F)c3)c(C(N)=O)cc2c1,7,i,i,9.6,2.0,1.1,-0.9,3,1,-227,0.0
CCNCCC(=O)N1c2ccccc2Sc2ccc(C(F)(F)F)cc21,-3,4,-2,0.5,-1.5,0.3,-1.5,1,0,0,-0.5
CC(C)[C@H](CO)NC(=O)[C@H]1O[C@@H](n2ccc(N)nc2=O)[C@H](O)[C@@H]1O,-4,-1,2,4.6,2.8,1.1,-0.7,-4,0,-2,x
CN1OC[C@@H]2CN(S(=O)(=O)c3cccc(C(F)(F)F)c3)[C@H](c3ccc(-c4cc5ccccc5o4)cc3)C[C@@H]21,-8,-3,1,-8.6,-3.7,-3.7,-2.4,5,-4,0,0.0
CN(Cc1ccccc1)C(=O)c1cccc(N2C(=O)C3CC=CCC3C2=O)c1 (stereo not drawn),-1,-2,2,2.5,1.0,0.1,-1.0,-7,-5,1,-1.2
O=C(O)C1CCN(S(=O)(=O)c2ccc(N3CCCC3C(=O)O)c([N+](=O)[O-])c2)CC1 (stereo not drawn),0,0,-3,1.2,-0.1,-0.7,-0.7,2,0,-2,0.1
NC(=O)C[C@@H]1N[C@]2(C(=O)Nc3ccccc32)[C@@H]2C(=O)N(C3CCCCC3)C(=O)[C@H]12,2,2,1,0.3,-0.7,0.4,-0.9,0,0,-5,1.9
O=C(CSc1nn(-c2ccccc2)c(=S)s1)Nn1cnnc1,3,4,4,-2.7,-1.9,0.3,-0.6,4,-2,-2,-0.9
CC(NC(=O)C(=O)NCCCn1ccnc1)c1ccccc1 (stereo not drawn),2,-1,0,1.0,0.7,-0.2,-1.6,4,3,-2,-1.3
CCOc1cc(/C=N/NC(=O)c2cccnc2)ccc1OCc1ccc(C(=O)OC)o1,0,-12,-24,0.7,-0.2,-1.0,-1.4,0,-5,-1,0.1
N#CC1=C2SCC(O)(c3ccccc3)N2C(=O)CC1c1ccccc1 (stereo not drawn),-1,-121,-146,1.6,-0.6,-2.8,-1.0,-5,-6,1,-2.2
COc1ccc(CN(C)S(=O)(=O)c2nnc(NC(=O)c3ccc(C)cc3)s2)cc1OC,-2,-5,-6,1.4,-0.8,0.3,-0.9,0,-3,1,2.8
Nc1nnc(SCC(=O)OCc2ccc(F)cc2)s1,-1,0,2,-2.8,-1.6,0.0,-0.2,4,1,2,0.7
C/C(=N\NC(=O)C(c1ccccc1)c1ccccc1)c1ccc(O)cc1,-3,0,-6,-2.5,0.1,0.1,-1.3,-4,4,-2,-0.7
CCOC(=O)c1[nH]c2ccc(OC)cc2c1NC(=O)NC(C)C,1,-177,-211,-0.6,-0.9,0.2,-0.8,1,2,-43,0.1
Cc1nnc(SCc2ccccc2)n1N,1,2,2,-0.2,0.4,0.7,-0.9,-1,2,-3,-0.3
O=C(Nc1ccc(Cc2ccncc2)cc1)c1cccs1,-2,-4,-4,7.3,0.1,0.6,-1.3,-3,6,-5,1.0
COc1ccc(S(=O)(=O)N2CCC(C(=O)Nc3ccc(OC)c(OC)c3)CC2)cc1C,1,1,8,-1.1,-1.2,0.7,-1.4,6,3,1,0.6
CSCC(=O)N1CCC(n2nccc2NC(=O)CCCc2ccccc2)CC1,1,3,-6,2.0,0.1,-0.6,-0.5,-6,5,-2,0.5
CCCC(=O)Nc1ccc(N2CCN(C(=O)c3ccccc3C)CC2)cc1,0,3,1,-0.7,-0.6,-0.3,-1.6,-3,0,-2,0.5
O=C1CSCC(=O)N1c1ccccc1,0,-3,0,-0.9,0.4,0.6,-1.0,2,4,-5,0.7
SMILES,SMARCA2 act,PLC-gamma1 inh,PLC-beta3 inh,hgDAF-12 ag,hcDAF12 agonist,DAX1 inh-1,ssDAF12 agonist,Rev-erbA mod,MBD2 inh,ADAM17 inh,DAX1 inh-2
C=CCN(c1ccccc1)S(=O)(=O)c1ccc2c(c1)NC(=O)C(C)C(=O)N2 (stereo not drawn),2,0,2,-1.6,4.0,-0.1,-1.7,4,1,0,0.7
O=C(CN1C(=O)COc2ccccc21)Nc1ccc2c(c1)OCCO2,1,0,3,-1.2,-0.9,-0.8,-1.0,3,2,-1,-0.9
Cc1nn(C)c(C)c1/C=C(\C#N)S(=O)(=O)c1ccc(F)cc1,6,-3,-1,-3.0,-1.2,1.1,-0.9,-5,2,-5,0.0
COc1ccc(C2CC=C(C(=O)O)C(c3ccccc3F)N2S(=O)(=O)c2ccc(C)cc2)cc1OC (stereo not drawn),0,0,1,3.9,-1.6,0.7,1.4*,9,-7,-3,x
CCCCN(CC)C(=O)C1CCCN(S(=O)(=O)c2cccc3nsnc23)C1 (stereo not drawn),-3,-2,-2,-1.4,-2.2,-0.2,-1.0,4,1,-4,-1.1
O=C(Cc1ccccc1[N+](=O)[O-])NCc1ccccc1Cl,4,2,2,14*,4.0,3.5,0.1,-1,2,-5,0.5
Cc1nn(C(=O)c2ccco2)c(C)c1Sc1ccc(Br)cc1,0,-1,-2,2.9,-0.7,-0.5,-0.9,-1,1,-6,-0.5
Cc1cccnc1NC(=O)c1cc2c(=O)oc3ccccc3c2s1,-1,1,4,0.4,-1.3,-0.6,-0.8,11,-2,-1,2.0
CCOCCCn1c(=S)[nH]c2cc(C(=O)NCc3ccc(F)cc3)ccc2c1=O,-1,-1,-7,0.3,-0.7,0.2,-0.8,13,-1,-4,0.1
O=C1[C@@H]2C(Cc3ccc(O)cc3)NC3(C(=O)Nc4ccc(F)cc43)[C@@H]2C(=O)N1c1ccccc1 (stereo partly drawn),-3,0,-5,1.8,0.9,0.5,-1.0,3,-3,-1,-0.5
Cc1ccc(N2CC(C(=O)NCCc3ccc(S(N)(=O)=O)cc3)CC2=O)cc1 (stereo not drawn),-2,-3,1,2.3,2.4,0.5,-1.6,-4,-2,-3,0.6
COc1ccc(N2CCN(C3CCCCC3NS(=O)(=O)c3ccccc3)CC2)cc1 (stereo not drawn),-1,4,-7,-4.3,-2.4,-0.3,-0.8,1,7,3,0.1
O=C(CCCN1C(=O)C2CC=CCC2C1=O)Nc1cccc(F)c1 (stereo not drawn),-2,-2,-4,1.3,-1.8,-0.6,-0.5,4,-1,2,0.4
CCC(C)N(C(=O)COC(=O)c1cc([N+](=O)[O-])ccc1N)C1CCS(=O)(=O)C1 (stereo not drawn),-1,3,-3,2.3,-1.1,-0.2,-1.0,2,2,1,0.1
COc1cc2c(c(OC)c1OC)[C@@]1(c3ccccc3)CCCCC[C@H]1[C@@H]2NC(=O)C(F)(F)F,2,-1,2,-2.0,-1.1,0.9,-1.1,13*,-5,3,x
COc1ccccc1NC(=O)C1Cc2ccccc2CN1C(=O)c1ccco1 (stereo not drawn),-2,-3,-10,2.9,5.0,-0.5,0.3,-1,0,-2,-1.2
CC/C(Cc1ccccc1)=N/NC(=O)c1cccc(Br)c1,3,0,-3,7.5,2.2,1.1,-0.5,2,2,0,1.4
COc1cc(/C=N/n2c(-c3cc(C)[nH]n3)n[nH]c2=S)cc(OC)c1OC,2,-4,-1,2.2,-0.7,-0.2,-1.2,-4,2,-8,1.4
COc1ccc(CN(C(=O)c2ccco2)c2ccccc2)cc1,1,2,2,-0.5,5.9*,0.1,-1.2,1,-2,-2,0.2
O=C(CC1S/C(=N/N=C2CCCCCC2)NC1=O)Nc1ccccc1C(F)(F)F (stereo not drawn),-1,-1,-11,-1.1,-0.5,0.0,-1.2,5,4,-3,0.2
COc1ccc(NS(=O)(=O)c2ccc(NC(=O)c3ccccc3Br)cc2)nn1,0,-1,-3,-1.2,0.3,0.9,-1.2,1,1,-3,0.9
Cc1cc(C)n(-c2cc(Cl)cc(Cl)c2)c(=O)c1C#N,0,-1,-2,-1.5,-0.8,0.4,-0.8,2,1,-8,2.5
S=c1[nH]nc(COc2ccccc2)n1/N=C/c1ccccc1Br,-2,-2,-9,-0.8,-1.7,0.1,-1.4,-4,2,0,0.0
CCN1C=C(C(=O)c2ccccc2)C(=O)CC1,2,5,4,3.4,4.0,-0.4,-1.1,8,2,4,0.3
Cc1nc(-c2ccc(C(=O)Nc3ccc(F)cc3)cc2)cs1,-2,-2,2,7.4,1.2,0.5,-0.7,11,5,0,-3.5
NC(=Nc1ccccc1)NC(=O)c1nc(Cl)c(N)nc1N,9.2*,-59,-76,17*,0.6,5.4*,-1.1,-3,-9,-139,2.8
CCc1cc(=O)oc2c(CNCc3ccccc3F)c(O)c(Cl)cc12,-1,i,i,2.7,-0.2,0.5,-1.2,-8,-7,i,-0.2

# 3 entries out of the list, sorted by SMILES length, lowest first:
SMILES,SMARCA2 act,PLC-gamma1 inh,PLC-beta3 inh,hgDAF-12 ag,hcDAF12 agonist,DAX1 inh-1,ssDAF12 agonist,Rev-erbA mod,MBD2 inh,ADAM17 inh,DAX1 inh-2
COc1ccc(CN(C(=O)c2ccco2)c2ccccc2)cc1,1,2,2,-0.5,5.9*,0.1,-1.2,1,-2,-2,0.2
Cc1nn(C)c(C)c1/C=C(\C#N)S(=O)(=O)c1ccc(F)cc1,6,-3,-1,-3.0,-1.2,1.1,-0.9,-5,2,-5,0.0
CCOCCCn1c(=S)[nH]c2cc(C(=O)NCc3ccc(F)cc3)ccc2c1=O,-1,-1,-7,0.3,-0.7,0.2,-0.8,13,-1,-4,0.1

# An excerpt from above in order of the hcDAF12 agonist value, high to low.
SMILES,SMARCA2 act,PLC-gamma1 inh,PLC-beta3 inh,hcDAF12 agonist,DAX1 inh-1,ssDAF12 agonist,Rev-erbA mod,MBD2 inh,ADAM17 inh,DAX1 inh-2
COc1ccc(CN(C(=O)c2ccco2)c2ccccc2)cc1,1,2,2,5.9*,0.1,-1.2,1,-2,-2,0.2
C=CCN(c1ccccc1)S(=O)(=O)c1ccc2c(c1)NC(=O)C(C)C(=O)N2 (stereo not drawn),2,0,2,4.0,-0.1,-1.7,4,1,0,0.7
COc1ccc(NS(=O)(=O)c2ccc(NC(=O)c3ccccc3Br)cc2)nn1,0,-1,-3,0.3,0.9,-1.2,1,1,-3,0.9
Cc1nn(C(=O)c2ccco2)c(C)c1Sc1ccc(Br)cc1,0,-1,-2,-0.7,-0.5,-0.9,-1,1,-6,-0.5
Cc1cc(C)n(-c2cc(Cl)cc(Cl)c2)c(=O)c1C#N,0,-1,-2,-0.8,0.4,-0.8,2,1,-8,2.5
O=C(CN1C(=O)COc2ccccc21)Nc1ccc2c(c1)OCCO2,1,0,3,-0.9,-0.8,-1.0,3,2,-1,-0.9
